Bim-Bcl-XL: human Bim-Bcl-XL interaction inhibition; Q07817; Bim peptide-Bcl-XL binding, bead flow cytometry, fluorescence; inhibition, % at 10 µM; hit rate 0.04% among 190,000; AID 1007
Target sequence (Q07817 whole entry, looked up): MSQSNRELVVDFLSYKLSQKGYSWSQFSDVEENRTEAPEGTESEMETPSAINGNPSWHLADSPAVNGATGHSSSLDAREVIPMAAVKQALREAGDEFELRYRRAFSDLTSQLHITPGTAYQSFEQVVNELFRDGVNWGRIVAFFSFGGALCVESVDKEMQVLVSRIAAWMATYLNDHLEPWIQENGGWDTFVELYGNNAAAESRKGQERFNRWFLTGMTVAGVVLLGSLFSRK
Bfl-1 Bim block: inhibitors of Bim-Bfl-1 interaction, human; Q16548; Bead-based flow cytometry, Bim-Bfl-1 binding inhibition; inhibition, % at 10 µM; hit rate 0.12% among 190,000; AID 1008;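 further: 0% = wells without compound plus tracer and 100% = blocker peptide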
RGS7-Gao reg: human RGS7-Galphao interaction regulation. P09471. Multiplexed bead flow cytometry, RGS7-Galphao binding; actives lie on both sides. binding response (% of control), % at 10 µM. hit rate 0.35% among 220,000. AID 1439; in the data active means binding response below about 49% or above about 150%; inconclusive means no clear call, values can overlap the other calls; inactive means in between;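 further: fluorescent Galphao held in activated GDP-AlF4 state binding bead-coupled RGS7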
Target sequence (P09471 whole entry, looked up): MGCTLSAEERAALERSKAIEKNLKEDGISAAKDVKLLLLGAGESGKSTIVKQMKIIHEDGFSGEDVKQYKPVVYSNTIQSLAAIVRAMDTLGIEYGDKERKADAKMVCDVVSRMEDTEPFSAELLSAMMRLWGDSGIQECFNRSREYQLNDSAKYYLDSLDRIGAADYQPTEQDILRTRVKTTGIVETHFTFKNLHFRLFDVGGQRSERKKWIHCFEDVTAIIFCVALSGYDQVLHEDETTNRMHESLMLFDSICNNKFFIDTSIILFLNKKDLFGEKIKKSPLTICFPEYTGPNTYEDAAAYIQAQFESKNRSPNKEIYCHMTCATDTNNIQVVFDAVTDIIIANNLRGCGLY
Avidin fluor: compound fluoresces at 488/530 nm on avidin beads; compound fluorescence 488/530 nm, flow cytometry; hits give high values; fluorescence (KMESF) at 10 µM; hit rate 0.38% among 220,000; in the data active means fluorescence above about 47; further: inactives centre near 10
ABCB1 block: blocks JC-1 efflux by human ABCB1 transporter; CCRF-Adr cells, flow cytometry; P08183; inhibition, % at 6.6 µM; hit rate 0.067% among 190,000; in the data active means inhibition above about 40%;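 further: 0% = vehicle and 100% = reference inhibitor; higher value means more JC-1 retained so stronger ABCB1 efflux block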
RGS4-Gao reg: modulates binding of RGS4 to human Galphao; P09471; Multiplexed bead flow cytometry; actives lie on both sides; binding response (% of control), % at 10 µM; hit rate 0.33% among 220,000; AID 1415; in the data active means binding response below about 49% or above about 150%; inactive means in between;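 further: fluorescent Galphao activated with aluminum fluoride binding bead-coupled RGS4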
Bim-Bcl-2: disrupts Bim peptide binding to human Bcl-2. P10415. Bead-based flow cytometry, Bim peptide-Bcl-2 binding. inhibition, % at 10 µM. hit rate 0.06% among 190,000. AID 950; in the data active means inhibition above about 40%; inconclusive means no clear call, values can overlap the other calls;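 further: 0% = no compound wells with probe peptide and 100% = reference peptide inhibitor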
Bim-Bcl-W: inhibitors of Bim-Bcl-W interaction, human; bead-based flow cytometry, Bim peptide-Bcl-W binding; inhibition, % at 10 µM; hit rate 0.02% among 190,000; AID 952;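 further: 0% = bound tracer without compound and 100% = peptide blocker; higher means less fluorescent Bim peptide bound to Bcl-W beads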
GSH bead fluor: GSH bead compound fluorescence profile; AID 1776; hit rate 0.25% among 190,000; GSH beads flow cytometry, compound fluorescence 488/530 nm; hits give high values; fluorescence (KMESF) at 10 µM; in the data active means fluorescence above about 89;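 further: glutathione beads carrying GST-tagged Bcl family fusion proteins plus one bare bead set; values are compound well signal with DMSO vehicle wells as background; inactives centre near 16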
ABCG2 inh: human ABCG2 inhibition, ABCB1 as counter-screen; IgMXP3 cells, JC-1 efflux, flow cytometry; inhibition, % at 6.6 µM; hit rate 0.1% among 190,000; AID 1325;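 active means inhibition above 80%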;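 further: 0% = DMSO and 100% = nicardipine control wells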
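Incubation: cells with compound and JC-1, 10 min at 25 °C, rotating, no wash / Test system: IgMXP3 (ABCG2) plus far-red-tagged CCRF-Adr (ABCB1) cells / Compound dosing: one concentration, 6.6 µM final / Also added: JC-1 fluorescent substrate / Evaluation: efflux inhibition in percent versus controls / Detection: flow cytometry, 530 nm JC-1 signal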
Bcl-B Bim block: disrupts Bim peptide binding to human Bcl-B; Q9HD36; bead-based flow cytometry; inhibition, % at 10 µM; hit rate 0.073% among 190,000; AID 951;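 further: 0% = tracer peptide without compound and 100% = reference inhibitor peptide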
Active calls of the source: *; u = inconclusive. Unless noted, no stated cut-off is given here; in the data, active means inhibition above about 40%. An unsorted share of the library; about 1.3% have a hit in one of these screens.

1: Cc1ccc(-n2nnnc2SCC(=O)N2CCCCC2)cc1
2: Cn1c(=O)c2c(nc(CN3CCN(c4ccccc4)CC3)n2Cc2c(F)cccc2Cl)n(C)c1=O
3: CCOC(=O)c1ccc(COC(=O)CCc2nc(-c3ccccc3)c(-c3ccccc3)o2)cc1
4: CCC(=O)Nc1cc2nn(-c3ccccc3)nc2cc1Cl
5: Cc1c(C(=O)Nc2cccc(Cl)c2)c2ccccn2c1CCc1ccncc1
6: CCn1c2ccccc2c2cc(NC(=O)C(=O)NCC3CCCO3)ccc21 (stereo unspecified)
7: C=CCn1c(SCC(=O)N(C)C)nc2cc(C(=O)O)ccc2c1=O
8: CCOC(=O)C1=C(CC)Nc2ccccc2N=C1NC(=O)c1cccc(S(=O)(=O)N2CCCC2)c1
screen / no.	1	2	3	4	5	6	7	8
Bim-Bcl-XL	-9	-8	-6	-4	-6	-1	-1	-2
Bfl-1 Bim block	-13	-8	-20	-4	0	-5	-4	-17
RGS7-Gao reg	102	102	102	95	105	98	u	103
Avidin fluor	6	22	20	11	21	9	8	10
ABCB1 block	0.4	0.0	-0.2	0.3	66*	1.0	0.5	2.3
RGS4-Gao reg	104	100	89	95	105	100	97	103
Bim-Bcl-2	-6	-11	-12	-2	-5	0	-1	-12
Bim-Bcl-W	1	-6	-1	1	-4	-2	3	0
GSH bead fluor	39	13	33	49	9	9	15	25
ABCG2 inh	1	0	31	6	99*	4	2	3
Bcl-B Bim block	-5	-10	-10	-2	-7	-5	-3	-12

9: COc1ccc(OC)c(C(=O)CSc2nnc(-c3cccs3)o2)c1
10: COc1ccc(S(=O)(=O)N(C)CC(=O)N2CCC(C)CC2)cc1Cl
11: COc1ccc(CSCCN)cc1Cl
12: CC(C)Oc1ccc(/C(O)=C2/C(=O)C(=O)N(Cc3cccnc3)C2c2ccco2)cc1 (stereo unspecified)
13: O=C(CSc1nc(CCC2CCCC2)nc2ccccc12)NCc1ccc2c(c1)OCO2
14: COCCCn1c(CCC(=O)O)ccc1-c1cccs1
15: CCOc1ccc2[nH]c(=O)c(CN(CCO)C(=O)c3ccccc3F)cc2c1
16: O=C1CCc2cc(S(=O)(=O)NC(C(=O)N3CCN(c4ccccn4)CC3)c3ccccc3)ccc2N1 (stereo unspecified)
screen / no.	9	10	11	12	13	14	15	16
Bim-Bcl-XL	0	-7	0	-2	-9	-3	-2	-1
Bfl-1 Bim block	-1	-20	-9	-1	-7	-5	0	-3
RGS7-Gao reg	99	97	98	98	99	95	100	101
Avidin fluor	17	15	10	23	11	9	38	8
ABCB1 block	0.2	1.7	0.8	0.1	0.8	0.1	0.2	0.9
RGS4-Gao reg	95	95	95	99	100	94	101	104
Bim-Bcl-2	0	-11	-8	0	-1	-2	-4	-3
Bim-Bcl-W	-2	0	2	-1	-5	5	-4	-1
GSH bead fluor	11	34	12	9	14	18	13	12
ABCG2 inh	1	11	5	0	3	0	0	8
Bcl-B Bim block	-2	-10	-3	-5	-5	-1	-4	0

17: O=[N+]([O-])c1ccc(N2CCN(S(=O)(=O)c3ccccc3[N+](=O)[O-])CC2)cc1NCc1cccnc1
18: O=C(c1ccccc1)C(CCC(CN1CCOCC1)C(=O)c1ccccc1)CN1CCOCC1 (stereo unspecified)
19: Cc1cc(C)n(-c2ccc(C(=O)OCC(=O)Nc3ccc([N+](=O)[O-])cc3)cc2)n1
20: CCOc1ccccc1NC(=O)CCC(=O)Nc1ccc2nc(N3CCN(C)CC3)cc(C)c2c1
21: CCOC(=O)COc1ccc(C(=O)CC)cc1OC
22: CC(=O)Nc1ccc(S(=O)(=O)N2CCN(Cc3cccnc3)CC2)cc1
23: c1ccc(CN=C2NN=C(c3ccccc3)CS2)cc1
24: CC(C)CN1CCN(Cc2cccn2-c2ccc(Cl)cn2)CC1CCO (stereo unspecified)
screen / no.	17	18	19	20	21	22	23	24
Bim-Bcl-XL	-7	-2	-8	0	-2	-4	-2	-2
Bfl-1 Bim block	-1	0	4	0	-4	0	-3	-3
RGS7-Gao reg	100	105	100	100	101	100	u	110
Avidin fluor	4	30	4	10	13	42	8	15
ABCB1 block	0.8	1.0	0.4	-0.3	0.1	0.1	0.4	0.1
RGS4-Gao reg	103	100	99	101	102	101	94	101
Bim-Bcl-2	-4	-2	1	0	-1	-2	-3	-3
Bim-Bcl-W	-4	0	-1	1	4	-3	0	0
GSH bead fluor	11	14	18	31	19	19	15	15
ABCG2 inh	1	2	4	3	1	1	2	1
Bcl-B Bim block	-5	1	0	-3	0	-5	-8	-2

Filtered by structure: the entries above with a Cl atom
2: Cn1c(=O)c2c(nc(CN3CCN(c4ccccc4)CC3)n2Cc2c(F)cccc2Cl)n(C)c1=O
4: CCC(=O)Nc1cc2nn(-c3ccccc3)nc2cc1Cl
5: Cc1c(C(=O)Nc2cccc(Cl)c2)c2ccccn2c1CCc1ccncc1
10: COc1ccc(S(=O)(=O)N(C)CC(=O)N2CCC(C)CC2)cc1Cl
11: COc1ccc(CSCCN)cc1Cl
24: CC(C)CN1CCN(Cc2cccn2-c2ccc(Cl)cn2)CC1CCO (stereo unspecified)
screen / no.	2	4	5	10	11	24
Bim-Bcl-XL	-8	-4	-6	-7	0	-2
Bfl-1 Bim block	-8	-4	0	-20	-9	-3
RGS7-Gao reg	102	95	105	97	98	110
Avidin fluor	22	11	21	15	10	15
ABCB1 block	0.0	0.3	66*	1.7	0.8	0.1
RGS4-Gao reg	100	95	105	95	95	101
Bim-Bcl-2	-11	-2	-5	-11	-8	-3
Bim-Bcl-W	-6	1	-4	0	2	0
GSH bead fluor	13	49	9	34	12	15
ABCG2 inh	0	6	99*	11	5	1
Bcl-B Bim block	-10	-2	-7	-10	-3	-2

Source: PubChem
